# GalR3 antag – antagonists of human GalR3 | O60755 | HEK293 GalR3-CNG cAMP membrane potential fluorescence; galR3 body fused to GalR1 C-terminus | inhibition, % at 3 µM | hit rate 0.44% among 360,000;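 active means inhibition above the screen-wide average plus 3 SD, cut at about 13% in these data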;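 further: forskolin and galanin both at EC90 stimulate the cells; cAMP rise reported by CNG channel membrane potential dye signal; 0% = forskolin plus galanin with DMSO and 100% = forskolin alone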
# Target sequence (O60755 1-299 limits assumed): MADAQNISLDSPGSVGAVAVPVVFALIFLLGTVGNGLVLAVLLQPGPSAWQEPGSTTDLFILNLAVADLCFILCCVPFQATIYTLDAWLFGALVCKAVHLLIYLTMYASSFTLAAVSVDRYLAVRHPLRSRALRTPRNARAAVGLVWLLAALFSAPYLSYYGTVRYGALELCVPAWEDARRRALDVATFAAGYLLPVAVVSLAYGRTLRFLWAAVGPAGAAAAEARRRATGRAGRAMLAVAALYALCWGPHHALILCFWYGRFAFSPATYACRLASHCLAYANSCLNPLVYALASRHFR
# CRFBP-R2 agonist – agonists of human CRF-binding protein/CRF-R2 receptor complex; AID 588473; HEK293 CRF-R2/CRF-BP, calcium dye fluorescence (FLIPR); percent of saturating CRF peptide response; activation, % at 13.2 µM; hit rate 0.46% among 350,000;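 active means activation of at least 50%, plus an integration ratio under a set limit after plate pattern correction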;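 further: plate controls were neutral control wells without compound for no effect and CRF at EC100 for full effect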
# CRFR2-BP antag – CRF-BP/CRF-R2 complex antagonism | inhibition, % at 11.8 µM | hit rate 0.59% among 350,000 | HEK293 CRF-R2/CRF-BP, CRF-induced calcium fluorescence;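 active means inhibition of the ligand-induced calcium signal above about 50% at the single tested concentration, limit read from the data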
# Numbers without * were called inactive.
GalR3 antag,CRFBP-R2 agonist,CRFR2-BP antag,Compound
-2,-1.0,-5,CCOC(=O)C1=C(COC(=O)/C=C/c2cccc([N+](=O)[O-])c2)NC(=O)NC1C (centres undefined)
-2,-0.3,8,CSc1ccc(S(=O)(=O)NCC(=O)OCC(=O)NCCc2ccccc2)cc1[N+](=O)[O-]
-2,0.6,-12,CC(NCC(=O)Nc1ccccc1C(=O)NC1CC1)c1ccc(F)cc1F (centres undefined)
-6,-1.4,2,COc1cc(-c2nccc3cc4c(cc23)OCO4)cc(OC)c1OC
0,-1.1,5,CCCCN1C(=O)C(CC(=O)NC2CCCC2)CC(C(=O)N(CC)CC)=C1C (centres undefined)
-3,0.8,-4,COc1cc(C(=O)N[C@H](C(=O)OCC(=O)NC2CCCCCC2)C(C)C)cc(OC)c1OC
0,2.8,-2,CCC/C(C#CCCN1C(=O)c2ccccc2C1=O)=C1/c2ccccc2C(=O)N1c1ccccc1
-4,-0.2,4,CC[C@]12c3[nH]c4ccc(OC)cc4c3CCN1C(=O)C(CC(=O)NCCc1ccccn1)C[C@@H]2C(=O)N1CCN(C(=O)C2CC2)CC1 (some centres undefined)
2,-1.0,5,Cc1ccc(SCC(=O)OCC(=O)NCCc2ccccc2)cc1C
-2,0.0,4,COc1ccccc1OCCNC(=O)c1cc(C2CC2)nc2c1cnn2C(C)C
-4,-0.2,3,Cc1cccc(Nc2nnc(SCC(=O)NC(=O)CN3CCCC3=O)s2)c1
-6,0.8,0,CC(C)CN(C(=O)COC(=O)c1ccccc1NCc1ccco1)c1c(N)n(Cc2ccccc2)c(=O)[nH]c1=O
3,1.3,-7,COc1cccc(CNC(=O)CC(NC(=O)c2ccccc2)c2ccccc2)c1 (centres undefined)
0,0.0,10,NS(=O)(=O)c1cccc(NC(=O)CSc2n[nH]c(-c3cccs3)n2)c1
5,-1.1,15,CN1CC(c2ccccc2)Oc2ccccc2C1=S (centres undefined)
-7,1.7,-4,CCOC(=O)C1CCCN(S(=O)(=O)NC[C@H]2O[C@@H](n3cnc4c(N)ncnc43)[C@H](O)[C@@H]2O)C1 (some centres undefined)
-5,-0.6,-4,COc1ccc2sc(N(CCCN(C)C)C(=O)c3ccc(C(=O)c4ccccc4)cc3)nc2c1
-9,-0.8,-2,CCCCn1c(NCc2cc(C)ccc2O)nc2ccccc21
-7,-0.1,1,CC(=O)Nc1ccc(NC(=O)COc2cccc3ccccc23)cc1
-4,-1.1,1,O=C1CCCN1C(=O)COc1ccccc1[N+](=O)[O-]
-7,-1.7,6,CN[C@H](C)C(=O)NC[C@H]1O[C@@H](n2ccc(N)nc2=O)[C@H](O)[C@@H]1O
-1,4.7,-5,Cc1cccc(S(=O)(=O)N2CCn3cccc3C2C)c1 (centres undefined)
0,0.1,4,COc1ccc(S(=O)(=O)N2CCN(C(C)C(=O)Nc3ccc(C(C)C)cc3)CC2)cc1 (centres undefined)
-4,-2.6,16,COc1cccc(C=NNC(=O)C(C)SC(C)C(=O)NN=Cc2cccc(OC)c2)c1 (centres undefined)
-5,0.7,-12,CN(Cc1ccc(C(F)(F)F)cc1)C(=O)C1CC(=O)N(Cc2ccco2)C1 (centres undefined)
-3,-0.2,7,COc1ccc(C(=O)Nc2ccc3[nH]ccc3c2)cc1OC
-6,-1.4,0,O=C(CCS(=O)(=O)c1ccc(Cl)cc1)N1CCN(c2ccc(F)cc2)CC1
-5,0.4,-5,Cn1nnnc1Sc1ncnc2scc(Br)c12
-2,1.8,-2,O=C(c1cccs1)N1CCN(C(=O)c2cn(-c3ccccc3)nc2-c2ccccc2)CC1
-3,0.9,-8,Cc1ccc2c(CN3CCN(S(=O)(=O)c4ccccc4C(F)(F)F)CC3)cc(=O)oc2c1C

# A portion taken from the entries so far, as a working copy:
GalR3 antag,CRFBP-R2 agonist,CRFR2-BP antag,Compound
-7,1.7,-4,CCOC(=O)C1CCCN(S(=O)(=O)NC[C@H]2O[C@@H](n3cnc4c(N)ncnc43)[C@H](O)[C@@H]2O)C1 (some centres undefined)
-5,-0.6,-4,COc1ccc2sc(N(CCCN(C)C)C(=O)c3ccc(C(=O)c4ccccc4)cc3)nc2c1
-9,-0.8,-2,CCCCn1c(NCc2cc(C)ccc2O)nc2ccccc21
-7,-0.1,1,CC(=O)Nc1ccc(NC(=O)COc2cccc3ccccc23)cc1
-4,-1.1,1,O=C1CCCN1C(=O)COc1ccccc1[N+](=O)[O-]

# Further entries
GalR3 antag,CRFBP-R2 agonist,CRFR2-BP antag,Compound
-4,-0.2,10,O=C(NNC(=O)c1ccc(Cl)s1)c1csc(N2CCOCC2)n1
-4,-2.6,-6,O=C(COC(=O)c1ccccc1Cl)Nc1ccc2[nH]c(=O)[nH]c2c1
-2,-0.5,13,C=CCN1C(=O)c2ccc(C(=O)N(C)CC(=O)Nc3ccc(Br)cc3C)cc2C1=O
2,-1.2,11,O=C(COC(=O)CNS(=O)(=O)c1c(F)cccc1F)NC(=O)NC1CCCCC1
0,9.0,-30,CCCCCCCCCCCC1N=C(N)NC(CCCO)=C1C(=O)OC (centres undefined)
-5,0.1,-10,CN(CC(=O)Nc1ccc(Cl)c(C(F)(F)F)c1)C(=O)CNC(=O)C1CCCCC1
-7,0.8,-5,CCCCn1c(N)c(N(CCC)C(=O)C2CCCC2)c(=O)[nH]c1=O
-8,-0.9,0,COc1cc(C(C)=O)ccc1OCC(=O)N1CCC(Cc2ccccc2)CC1
-5,-0.9,9,O=C(COC(=O)Cc1c(Cl)cccc1Cl)NCc1ccccc1
-4,-0.9,1,COCCN(C(=O)COC(=O)CCc1ccccc1OC)c1c(N)n(Cc2ccccc2)c(=O)[nH]c1=O
2,-0.3,0,COc1ccc(NC(=O)CSc2nnnn2C2CC2)cc1S(=O)(=O)N1CCOCC1
-6,14,21,N#CC1C(=O)c2ccccc2C1c1ccccc1 (centres undefined)
0,0.9,-4,COc1ccccc1NS(=O)(=O)c1cccc(C(=O)NNC(=O)c2ccc(=O)[nH]c2)c1
-4,1.5,-6,CCN1CCN(S(=O)(=O)c2ccc(Cl)c(C(=O)NCc3nc4ccccc4[nH]3)c2)CC1
-3,-0.4,-7,CCC(C)(C)C1CCC(NC(=O)c2ccc(S(=O)(=O)N3CCOCC3)cc2)CC1 (centres undefined)

# 5 entries from above in another layout:
canonical_smiles | GalR3 antag | CRFBP-R2 agonist | CRFR2-BP antag
O=C(c1cccs1)N1CCN(C(=O)c2cn(-c3ccccc3)nc2-c2ccccc2)CC1 | -2 | 1.8 | -2
Cc1ccc2c(CN3CCN(S(=O)(=O)c4ccccc4C(F)(F)F)CC3)cc(=O)oc2c1C | -3 | 0.9 | -8
O=C(NNC(=O)c1ccc(Cl)s1)c1csc(N2CCOCC2)n1 | -4 | -0.2 | 10
O=C(COC(=O)c1ccccc1Cl)Nc1ccc2[nH]c(=O)[nH]c2c1 | -4 | -2.6 | -6
C=CCN1C(=O)c2ccc(C(=O)N(C)CC(=O)Nc3ccc(Br)cc3C)cc2C1=O | -2 | -0.5 | 13

# Remaining list, next part:
GalR3 antag,CRFBP-R2 agonist,CRFR2-BP antag,Compound
-9,-1.3,9,COCCNC(=O)C1CC(c2ccccc2C(F)(F)F)=NO1 (centres undefined)
-7,3.4,5,C[C@@H]1CN([C@H](C)CO)C(=O)CCCn2nncc2CO[C@@H]1CN(C)S(=O)(=O)c1ccc2ccccc2c1
-5,0.2,-7,COc1ccccc1NS(=O)(=O)c1cc(NC(=O)CN2C(=O)NC3(CCCC3)C2=O)ccc1C
-7,-0.3,-13,NCCN1C(=O)c2ccccc2C1(O)c1ccc(Cl)cc1 (centres undefined)
2,0.6,-8,COc1cc(C=NNC(=O)c2cccnc2)ccc1OC(=O)c1ccccc1F
-5,14,-17,O=C(Cn1cc(COc2cccc([N+](=O)[O-])c2)nn1)c1ccc(O)cc1
-6,-4.4,-6,O=C(Cn1cc(COc2cc(F)cc(F)c2)nn1)c1ccc(O)cc1
-4,-2.2,0,CC1C(=O)N2CCCc3cc(NC(=O)C(=O)NCCCc4ccccc4)cc1c32 (centres undefined)
-4,-0.7,-6,COc1ccc(Nc2cc(C)nc(N3CCN(C(=O)c4ccc5c(c4)OCO5)CC3)n2)cc1
-5,0.4,8,NS(=O)(=O)c1ccc(CCNC(=O)COC(=O)c2ccc([N+](=O)[O-])o2)cc1
-1,0.6,11,Cn1c(=O)c(S(=O)C2CCCCC2)c(O)c2ccccc21 (centres undefined)
1,1.4,2,COCCN(C(=O)COC(=O)Cc1c(C)nc2ccccc2c1C)c1c(N)n(CC(C)C)c(=O)[nH]c1=O
-6,-6.7,-10,COC(=O)C(C(C)C)N(Cc1cc(OC)cc(OC)c1)S(=O)(=O)CCl (centres undefined)
-4,0.4,-13,COc1ccc2nc3n(c(=O)c2c1)-c1ncccc1C(=O)NC3CC(C)C (centres undefined)
-6,-0.5,-4,COc1ccccc1CNC(=O)COC(=O)Cc1cccc(F)c1
-5,-0.4,5,C[C@H](CO)N1C[C@H](C)[C@@H](CN(C)S(=O)(=O)c2ccc(F)cc2)Oc2ccc(NC(=O)Cc3cn(C)c4ccccc34)cc2C1=O
-6,-1.5,-9,Cc1ccc(NC(=O)c2ccc(=O)[nH]n2)cc1S(=O)(=O)Nc1ccccc1Cl
-6,0.6,-13,Cc1cccc(N2CC(C(=O)Nc3cccc(S(=O)(=O)N4CCCCC4)c3)CC2=O)c1C (centres undefined)
-7,0.7,-13,COc1ccc(NC(=O)CSCC(=O)N2CCN(C(=O)c3ccco3)CC2)cc1
-6,-3.0,9,COC(=O)c1ccc(CSc2ccccc2NC(=S)Nc2cccc(C(F)(F)F)c2)o1
-1,0.9,-1,O=C(OCCOc1ccccc1)c1cc(S(=O)(=O)N2CCOCC2)ccc1Cl
-6,-0.3,-1,COc1ccc(OC)c(S(=O)(=O)N2CCN(CC(O)CN3CCOCC3)CC2)c1 (centres undefined)
-6,3.8,-1,CCCCCCN1C[C@@H](O)[C@H](n2cc(C3CC3)nn2)C[C@@H]1c1ccc(OC)cc1
-6,0.1,-9,CCc1ccccc1OCC(=O)NCC1COc2ccccc2O1 (centres undefined)
-1,0.4,5,Cc1ccc(C(=O)OCC(=O)c2ccc(Br)cc2)cc1S(=O)(=O)N1CCOCC1
-6,1.4,-2,COc1ccc(OCc2cc(C(=O)NC(C)c3nc(C)cs3)no2)c(Cl)c1 (centres undefined)
-11,-1.8,15,CCOc1ccccc1CNc1ncnc2ccc(-c3c(C)noc3C)cc12
-6,0.8,-7,COc1cccc(CNC(=O)COC(=O)C23CC4CC(CC(Cl)(C4)C2)C3)c1
-5,-0.7,-19,COc1ccccc1NC(=O)CN(Cc1ccco1)C(=O)c1cc(Cl)c(OC)c(OC)c1
-1,-2.0,2,O=C(COC(=O)c1c(F)cccc1F)Nc1ccc2c(c1)OCO2
-6,0.4,7,CC(=O)Nc1ccc(S(=O)(=O)N(C)CC(=O)Nc2ccccc2N2CCCC2)cc1
-9,-1.3,-18,CCN1CCN(c2oc(-c3ccccc3)nc2S(=O)(=O)c2ccc(C)cc2)CC1
-3,2.6,-31,OC[C@H]1O[C@H](OC[C@H]2O[C@H](OC[C@H]3O[C@H](O[C@]4(CO)O[C@H](CO)[C@@H](O)[C@@H]4O)[C@H](O)[C@@H](O)[C@@H]3O)[C@H](O)[C@@H](O)[C@H]2O)[C@H](O)[C@@H](O)[C@H]1O
-6,-2.9,-10,COc1cccc(C(=O)OCC(=O)NC23CC4CC(CC(C4)C2)C3)c1
-2,0.2,-3,Cc1noc(C)c1COc1ccccc1C(=O)Nc1ccc(C(N)=O)cc1
-4,2.0,-1,CCn1c(=O)n(C)c2c(=O)n(C)c(=O)n(C)c21
-5,-3.1,-2,COc1ccccc1CNC(=O)C(CCSC)NC(=O)c1cccc(S(=O)(=O)N2CCOCC2)c1 (centres undefined)
-2,-3.5,24,Cc1cc(-c2ccc([N+](=O)[O-])cc2)cc(C)n1
-7,0.4,17,O=C(CNC(=O)c1ccccc1)Oc1cccc(Cl)c1
-2,0.0,0,COc1ccc(CCNc2ccc(S(=O)(=O)N3CCN(C)CC3)cc2[N+](=O)[O-])cc1
1,-1.8,-3,CCOC(=O)C1=C(COC(=O)CCC(=O)c2ccc(C)cc2)NC(=O)NC1C (centres undefined)
-5,0.9,3,Cc1ccc(NC(=O)CN(C)C(=O)c2cccc(-n3cccc3)c2)cc1
-4,0.5,10,CCN(CC(=O)NCc1cccs1)C(=O)c1cc(S(=O)(=O)NCc2ccccc2)ccc1C
-2,0.6,14,COc1ccc(Nc2nccc3c2ncn3C)cc1
-5,0.6,-6,C[C@@H]1CN([C@H](C)CO)C(=O)CCCn2nncc2CO[C@@H]1CN(C)S(=O)(=O)c1ccc(Oc2ccccc2)cc1
-3,-0.4,-5,O=C(NCCCN1CCOCC1)c1nn(-c2ccccc2)c(=O)c2ccccc12
-7,0.8,18,Cc1ccc(C)c(N2CCN(C(=O)CCc3nc(-c4ccc(F)cc4)no3)CC2)c1
0,-1.2,8,COc1ccc(N2CCN(C(=O)COC(=O)c3cc(S(=O)(=O)N(C)C)ccc3N3CCCC3)CC2)cc1
-1,-0.9,-4,CCN1C(=O)[C@H]2[C@@H](c3ccc(-c4ccc(C(C)=O)cc4)cc3)N3CCC[C@@]3(C(=O)OC)[C@H]2C1=O
-6,-0.5,-6,COc1ccccc1NC(=O)NNC(=O)c1ccncc1
1,-0.7,4,O=C(Nc1ccccc1N1CCOCC1)c1ccncc1
-4,-0.9,-2,C[C@@H]1CN([C@@H](C)CO)S(=O)(=O)c2ccc(Br)cc2O[C@H]1CN(C)C(=O)c1ccccc1
-5,-1.2,6,CC(C)(C)N(Cc1ccccc1)C(=O)COC(=O)c1ccc(S(=O)(=O)N2CCOCC2)cc1

# Some of the compounds tested. The share of hits here may be higher or lower than overall.
